# Compound activity: PubChem, several laboratories
# proCasp3 act: activators of human procaspase-3 | actives 0.11% (n = 330,000) | recombinant procaspase-3 D3A, Ac-DEVD-pNA absorbance 405 nm | activation, % at 8.5 µM | AID 463141;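 active means activation above the mean of all tested compounds plus 3 SD, cut at about 21% in these data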;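 further: 0% = DMSO alone and 100% = DMSO wells spiked with extra 5 µM PC-3 D3A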
#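 Evaluation: percent activation relative to control range; Material: Procaspase-3 D3A mutant, all three cleavage aspartates alanine; Compound: single dose, 8.5 µM nominal compound, 0.8% DMSO; Replication: one well per compound; Signal: absorbance at 405 nm, 0 and 120 min; Schedule: 1 h preincubation plus 2 h reaction at 25 °C.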
# Yeast superoxide: caloric restriction mimetics inhibiting age-related superoxide in yeast | AID 2690 | S. cerevisiae aged cells, superoxide DHE fluorescence; hits give low values | actives 0.18% (n = 330,000) | superoxide response (% of plate mean), % at 10 µM;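 active means superoxide response under a set limit, about three screen SD below normal, cut at about 65% in these data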;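 further: yeast aged for seven days with compound at 30 °C before DHE staining; 100% = average MFI of all compound-treated wells on the plate with controls excluded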
# AHR activator: activates the human aryl hydrocarbon receptor; AHR-responsive luciferase reporter cells, luminescence; actives 2.5% (n = 320,000); P35869; activation, % at 5 µM; AID 2796; in the data active means activation above about 47%;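 further: 0% = vehicle wells and 100% = reference agonist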
# Target sequence (P35869 whole entry, looked up): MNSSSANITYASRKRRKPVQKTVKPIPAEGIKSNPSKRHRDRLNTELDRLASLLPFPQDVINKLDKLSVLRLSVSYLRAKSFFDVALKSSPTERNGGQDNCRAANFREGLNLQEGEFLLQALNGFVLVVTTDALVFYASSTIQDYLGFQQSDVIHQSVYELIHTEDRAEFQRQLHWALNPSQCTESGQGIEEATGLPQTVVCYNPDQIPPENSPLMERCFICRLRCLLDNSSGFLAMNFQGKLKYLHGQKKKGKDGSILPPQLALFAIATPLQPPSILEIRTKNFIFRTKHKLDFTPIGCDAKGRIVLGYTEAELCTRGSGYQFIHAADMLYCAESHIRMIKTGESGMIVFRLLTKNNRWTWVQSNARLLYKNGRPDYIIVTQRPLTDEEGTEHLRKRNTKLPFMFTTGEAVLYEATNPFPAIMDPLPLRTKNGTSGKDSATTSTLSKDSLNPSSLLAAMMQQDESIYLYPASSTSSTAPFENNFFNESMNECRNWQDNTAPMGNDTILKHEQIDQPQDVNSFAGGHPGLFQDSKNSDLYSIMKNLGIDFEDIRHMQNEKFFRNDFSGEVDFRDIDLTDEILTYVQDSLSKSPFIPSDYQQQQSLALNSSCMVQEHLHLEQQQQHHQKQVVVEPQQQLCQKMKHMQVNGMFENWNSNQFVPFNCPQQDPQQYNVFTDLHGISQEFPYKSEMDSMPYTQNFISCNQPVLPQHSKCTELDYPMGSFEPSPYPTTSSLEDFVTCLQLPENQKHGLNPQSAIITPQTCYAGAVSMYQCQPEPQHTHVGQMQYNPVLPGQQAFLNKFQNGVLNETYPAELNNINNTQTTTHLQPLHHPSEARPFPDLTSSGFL
# MEP2-GFP yeast: modulators of TOR pathway MEP2-GFP in S. cerevisiae | GFP response vs DMSO, % at 10 µM | S. cerevisiae MEP2-GFP strain, flow cytometry GFP, 3 h; 100% = DMSO control level | actives 0.51% (n = 330,000);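 active means GFP response versus DMSO above a set limit, roughly screen mean plus 3 SD, cut at about 180% in these data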;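 further: median GFP fluorescence of the barcode-gated MEP2-GFP cells per well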
# LAP4-GFP MLPCN: modulators of TOR pathway LAP4-GFP in S. cerevisiae. S. cerevisiae LAP4-GFP multiplex, flow cytometry GFP, 3 h; median GFP as percent of DMSO wells. GFP response vs DMSO, % at 10 µM. actives 0.34% (n = 320,000);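 active means GFP response vs DMSO above a set limit, about the screen mean plus 3 SD, cut at about 150% in these data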
# procasp7 counter: activates human procaspase-7, counter-screen for procaspase-3 activators | actives 0.093% (n = 330,000) | recombinant procaspase-7, Ac-DEVD-pNA absorbance 405 nm; D23A/D198A/D206A triple mutant, cannot self-cleave; scale: DMSO 0, 5 µM enzyme 100 | AID 463210 | activation, % at 8.5 µM | P55210;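 active means percent activation above the screen-wide mean plus 3 SD, cut at about 25% in these data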
#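 Test system: Procaspase-7 triple mutant (PC-7 D3A). Also added: Ac-DEVD-pNA substrate, 400 µM as added. Schedule: 1 h enzyme–compound preincubation and 2 h substrate reaction, both 25 °C. Signal: p-Nitroaniline absorbance at 405 nm, read at 0 and 120 min. Control set: low DMSO alone, high DMSO plus 5 µM PC-7.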
# RPL19A TOR yeast: modulators of TOR pathway RPL19A-GFP in S. cerevisiae; S. cerevisiae RPL19A-GFP strain, flow cytometry, 3 h; hits give low values; percent response vs DMSO, % at 10 µM; actives 0.3% (n = 330,000); AID 2025;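 active means percent response vs DMSO below 50%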;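 further: median channel GFP fluorescence of the barcoded RPL19A-GFP strain; ratio of sample median GFP to plate DMSO average so 100% = DMSO; lower means less RPL19A-GFP as with rapamycin TOR inhibition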
# GASC-1 inh: inhibitors of human GASC-1 (JMJD2C) demethylase | Q9H3R0 | GST-JMJD2C(1-420) H3K9me3 demethylation, DELFIA europium | inhibition, % at 2.35 µM | actives 0.069% (n = 330,000);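 active means more than half of a compound's replicate wells show inhibition beyond 50%, single wells judged on their own value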;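 further: signal counts dimethyl H3K9 product captured on neutravidin plate; 0% = median of DMSO wells and 100% = 0.3 times that DMSO median; strong numbers were not always called active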
# An asterisk follows results filed as active; . = no result given; & = joins results of further samples.
# Every second line gives: GASC-1 inh	LAP4-GFP MLPCN	proCasp3 act	procasp7 counter	Yeast superoxide	AHR activator	MEP2-GFP yeast	RPL19A TOR yeast
O=c1[nH]c(O)c(Cc2ccc3c(c2)OCO3)c(=O)[nH]1
    5	107	6	8	87	-1	97	96
COC(=O)C1=C(c2cccc(C#N)c2)C[C@@H]2CC[C@H]1N2C(=O)NCCCOC(C)C
    8	108	0	-17	123	1	106	103
CC(=O)c1ccc(NC2=NCCCS2)cc1
    19	100	9	9	100	3	113	106
C=CCn1c(O)c(/C(C)=N/NC(=S)Nc2ccccc2)c(=O)[nH]c1=O
    38	110	-2	-8	86	10	107	104
COc1ccc(OCC(=O)N2CCN(CC3CC4C=CC3C4)CC2)cc1 (stereo not given)
    -5	102	4	-3	107	1	98	99
CC(=NCc1ccco1)c1c(O)n(-c2ccccc2)c(=O)[nH]c1=O
    -8	104	-4	1	101	-7	96	97
CCCCCCN1CCN(c2ccccc2Cl)CC1
    3	97	-2	17	107	0	101	107
CCC(=NCc1cccnc1)c1c(O)n(-c2ccccc2)c(=O)[nH]c1=O
    -1	101	-1	-2	103	4	98	96
Cc1ccc(N2C(=O)CC(=O)NC2=O)c(C)c1
    12	94	-15	-23	140	0	104	105
CCOc1ccc(NC(=O)CCNC(=O)N2C[C@H]3C[C@@H](C2)c2cccc(=O)n2C3)cc1
    4	101	-3	5	98	0	106	96
C[C@]12CCC3C(CC[C@H]4C[C@@H](O)CC[C@]34C)C1CC[C@@]2(O)C(F)(F)F (stereo not given in full)
    -3	94	8	16	97	-1	90	97
O=C(CCl)NCC1CCCO1 (stereo not given)
    8	103	4	6	93	0	100	100
CCN1CCN(c2ccc(N)cc2C)CC1
    11	97	-4	0	99	-2	140	61
CCOc1cccc(N2C(=O)/C(=C/c3ccco3)C(=O)NC2=S)c1
    1	122	0	-8	101	4	100	96
O=c1[nH]c2ccccc2c(=O)n1-c1cccc(Cl)c1
    16	93	-12	13	94	7	99	95
COc1cccc(C(=O)C2CN(C)CC2c2ccc(Cl)cc2)c1 (stereo not given)
    -6	109	0	1	93	1	99	97
CCCCCCC(Cl)(Cn1ccnc1)c1ccccc1 (stereo not given)
    -8	98	-5	-1	75	4	88	98
NCCc1c[nH]c2ccc(F)cc12
    -1	92	1	-1	108	2	95	98
CC(=NCCCn1ccnc1)c1c(O)n(-c2ccccc2)c(=O)[nH]c1=O
    2	113	-4	5	112	1	103	100
CCOc1ccc2nc(N=Nc3c(O)[nH]c(=S)[nH]c3=O)sc2c1
    8	108	-7	-23	120	8	106	109
Brc1ccc(C2N3CCCN23)cc1 (stereo not given)
    -3	111	2	-1	94	4	106	107
CCCCCn1c(=O)c(C(=O)Nc2ncccc2C)c(O)c2ccccc21
    0	110	-10	1	98	19	116	97
CCOC(=O)[C@]1(C#N)[C@@H]2C=CC(C(N)=O)=CN2[C@@H](C(N)=O)[C@@H]1c1ccc(F)cc1
    63	.	-1	0	105	5	107	105
Cc1ccc(NC(=O)c2ccc(C)c(S(=O)(=O)N3CCCCC3)c2)nc1
    3	108	3	8	82	8	96	96
CN1CCN(Cc2nc3ccccc3c(=O)[nH]2)CC1
    1	100	-6	7	97	6	104	101
CC(=O)OC1(c2ccccc2)CCN(C2CCCCC2)CC1C (stereo not given)
    5	109	0	-2	94	0	99	95
Cn1c(O)c(/C=C2\N=c3ccccc3=C2CCNC(=S)NC2CC2)c(=O)n(C)c1=O
    17	109	1	-10	90	12	98	97
O=C1OCc2cc(N=Nc3c(O)[nH]c(=O)[nH]c3=O)ccc21
    13	108	0	8	91	1	91	97
O=C(/C=C/c1ccc2c(c1)OCO2)c1c(O)n(CCc2ccccc2)c(=O)[nH]c1=O
    -6	109	-31	-27	93	1	95	99
COc1ccccc1-n1c(/C=C/c2ccccn2)nc2ccccc2c1=O
    -39	91	7	1	93	2	106	99

# Four neighbouring compounds from above, for reference:
# Every second line gives: GASC-1 inh	LAP4-GFP MLPCN	proCasp3 act	procasp7 counter	Yeast superoxide	AHR activator	MEP2-GFP yeast	RPL19A TOR yeast
Cn1c(O)c(/C=C2\N=c3ccccc3=C2CCNC(=S)NC2CC2)c(=O)n(C)c1=O
    17	109	1	-10	90	12	98	97
O=C1OCc2cc(N=Nc3c(O)[nH]c(=O)[nH]c3=O)ccc21
    13	108	0	8	91	1	91	97
O=C(/C=C/c1ccc2c(c1)OCO2)c1c(O)n(CCc2ccccc2)c(=O)[nH]c1=O
    -6	109	-31	-27	93	1	95	99
COc1ccccc1-n1c(/C=C/c2ccccn2)nc2ccccc2c1=O
    -39	91	7	1	93	2	106	99

# Later entries
# Every second line gives: GASC-1 inh	LAP4-GFP MLPCN	proCasp3 act	procasp7 counter	Yeast superoxide	AHR activator	MEP2-GFP yeast	RPL19A TOR yeast
COC(=O)C1=C(c2cccc(OCc3ccccc3)c2)C[C@@H]2CC[C@H]1N2C(=O)NCc1ccc(OC)c(OC)c1
    0	94	7	4	122	1	87	96
CCOC(=O)N(C)c1ccc(C(O)(C(=O)OCC)C(F)(F)F)cc1 (stereo not given)
    -7	95	-4	11	107	-1	94	95
C=CCn1c(O)c(C=Nc2ccc(F)cc2)c(=O)[nH]c1=O
    5	96	4	-3	103	4	107	102
COC(=O)C1=C(c2ccc(F)cc2F)C[C@@H]2CC[C@H]1N2C(=O)NC1CCCCC1
    0	98	11	6	101	1	96	94
CN1C(=O)N(C)C(=O)C(CCc2ccccn2)(CCc2ccccn2)C1=O
    -1	104	10	7	106	1	104	107
N#CCCn1cc(C(=O)Nc2ccc(F)cc2)c(-c2ccc([N+](=O)[O-])cc2)n1
    0	109	-7	6	90	1	92	98
O=S(=O)(F)c1ccc2nc(-c3cccc(Sc4ccccc4)c3)cc(Cl)c2c1
    6	105	-1	1	108	4	83	92
CC1CC2(O)c3no[n+]([O-])c3CCC2N1O (stereo not given)
    -40	98	2	-13	98	14	101	97
CCCOc1ccccc1NP(=O)(Oc1ccccc1)Oc1ccccc1
    0	103	10	-8	97	18	101	105
COc1ccc(CNCCc2c[nH]c3ccccc23)c(OC)c1C
    5	94	-3	1	113	0	104	104
COCCOC(=O)C1=C(N)Oc2c(c(=O)oc3ccccc23)[C@@]12C(=O)Nc1ccccc12
    -4	99	9	0	103	21	100	99
Cn1c(O)c(C=NCCN2CCOCC2)c(=O)n(C)c1=S
    11	130	-18	3	106	3	109	113
CC[C@H](C)[C@@H](C(=O)N1CCCC1c1nccs1)N(C)C(=O)[C@H](CC(C)C)N(C)C(=O)[C@H](Cc1ccc(OC)cc1)N(C)C(=O)/C=C(\C)OC (stereo not given in full)
    .	108	7	3	88	0	101	106
COC(=O)C1=C(c2ccc(F)cc2OCc2ccccc2)C[C@@H]2CC[C@H]1N2C(=O)NCc1ccc2[nH]ccc2c1
    -12	97	7	-1	88	-1	86	98
Cc1cccc(CCNCc2cc3cc(C)cc(C)c3[nH]c2=O)c1
    8	112	-5	-21	102	36	107	103
CN(C)C1C(=O)C(C(N)=O)=C(O)C2(O)C(=O)C3=C(O)c4c(O)cccc4C(C)(O)C3CC12 (stereo not given)
    1	106	7	8	98	-4	107	94
CCOC(=O)C1CCN(C(C)C(=O)c2c(C)[nH]c3cc(C)ccc23)CC1 (stereo not given)
    -5	105	7	-1	106	8	99	100
O=C(Nc1ccc(Cl)cc1)OC1CN2CCC1CC2 (stereo not given)
    31	.	-6	3	81	3	113	105
O=c1c2cc(Cl)cc(Cl)c2nc(CN2CCOCC2)n1-c1ccccc1F
    -9	104	3	13	89	4	105	98
CCN1C[C@@]2(COC)C3[C@@H](OC)[C@H]4[C@@H]1[C@@]3(C1C[C@H]3[C@H](OC(=O)c5ccccc5)C1[C@]4(OC(C)=O)C[C@H]3OC)[C@@H](OC)C[C@H]2O (stereo not given in full)
    5	105	4	-3	82	-1	113	105
C#CC(CC)(CC)NC(=O)Nc1ccc(OCC)cc1
    3	98	2	7	96	16	101	108
COc1ccc(CN2CC3CC(C2)c2cccc(=O)n2C3)cc1OC (stereo not given)
    -4	95	5	-3	81	2	98	96
C[C@H]1CCC[C@@H](O)CCC/C=C/c2cc(O)cc(O)c2C(=O)O1
    0	100	-6	0	108	-4	102	102
Cc1cc(Oc2cc(NN3CCCCC3)c([N+](=O)[O-])cc2[N+](=O)[O-])ccc1[N+](=O)[O-]
    -9	106	-3	-3	103	7	96	101
CC(C)(C)NC(=S)N1CCn2cccc2C1c1cccnc1 (stereo not given)
    0	102	11	1	100	1	96	95
COC(=O)C1=C(c2ccc(F)cc2OCc2ccccc2)C[C@@H]2CC[C@H]1N2C(=O)NCc1ccc(C(F)(F)F)cc1
    .	120	3	-2	76	0	95	95
O=C(O)CNC1c2ccccc2CSc2ccccc21 (stereo not given)
    -8	94	-7	-9	92	-1	97	99
COc1cccc(CC(=O)N(C)C2CCCN(Cc3ccccc3F)C2)c1 (stereo not given)
    1	98	4	-16	90	0	105	101
CC(C)NS(=O)(=O)c1ccc(OCC(=O)N2CCN(Cc3ccccc3)CC2)c(Cl)c1
    -4&4	92	3	8	106	-5	92	99
O=c1[nH]c(CN2CC=C(c3ccccc3)CC2)nc2cc(C(F)(F)F)ccc12
    -6	102	3	-4	107	9	103	95
COc1ccc(C(=O)CN2CCCCC2)cc1
    -1	90	0	10	109	-2	103	100
CCc1ccccc1NC(=O)CNC1CCCCC1
    1	91	1	-2	94	-3	106	103
CC(=O)c1ccc2c(c1)OCO2
    19	97	2	16	104	1	100	95
CCc1n[nH]c(CCN)n1
    -5	126	6	-4	86	-1	96	98
CC(C)c1ccc(-n2c(O)c(/C=N/N3CCOCC3)c(=O)[nH]c2=S)cc1
    27	108	-6	-9	109	0	102	105
COc1ccccc1-n1c(-c2cccs2)nc2ccccc2c1=O
    -1	98	4	9	90	35	88	100
CC(NC1CCCCC1)C(O)C12CC3CC(CC(C3)C1)C2 (stereo not given)
    7	99	-7	-3	102	-1	104	102
CC1=C(C(=O)O)N2C(=O)C(NC(=O)Cc3ccccc3)C2SC1 (stereo not given)
    0	96	1	-19	93	0	107	93
CN(C)/C=C(\C=[N+](C)C)c1[nH]ncc1[N+](=O)[O-]
    -7	104	-2	7	93	0	101	102
Cc1cc(Cl)ccc1C(=O)C1CCCN(C2CCSCC2)C1 (stereo not given)
    -4	111	-8	-2	102	0	103	100
CCOc1cc2c(cc1OCC)-n1cccc1C(c1cccc(F)c1)NC2 (stereo not given)
    8	95	-2	4	102	0	102	103
Cc1cc(OCC(=O)NCC(O)c2ccccc2)c2c3c(c(=O)oc2c1)CCC3 (stereo not given)
    -29	88	7	0	94	3	88	90
CC1(C)C(C(=O)NCc2ccco2)C1(C)C
    -32	107	-1	2	101	1	97	96
CCc1nc2ccc(N3CCN(C)CC3)cc2nc1CC
    8	98	-2	-16	103	23	102	91
CN(Cc1c[nH]c2ccccc12)C1CCCCC1
    20	95	-1	-4	100	18	98	101

# These rows are one share of the data; the hit share may differ from the screen's.
